Assay outcomes (PubChem)
Rin1 Abl inh – inhibitors of human Rin1-Abl protein interaction; AID 588664; inhibition, % at 7.35 µM; 0.4% of 360,000 active; P00519+Q13671; TR-FRET Rin1/Abl binding, biochemical; in the data active means inhibition above about 5%, passing the limit was not always enough
bovine MsrA act – activates bovine MsrA enzyme | activation, % at 10.6 µM | 0.3% of 360,000 active | purified bovine MsrA, absorbance read-out | AID 602163; in the data active means activation above about 7.5%;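 further: 0% = vehicle and 100% = reference activator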
eLon inh – inhibitors of E. coli Lon protease | P0A9M0 | purified E. coli Lon protease, fluorescence polarization | inhibition, % at 7.94 µM | 0.42% of 360,000 active | AID 602123; in the data active means inhibition above about 13%, passing the limit was not always enough;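 further: 0% = enzyme with probe and DMSO and 100% = no enzyme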
Target sequence (P0A9M0 whole entry, looked up): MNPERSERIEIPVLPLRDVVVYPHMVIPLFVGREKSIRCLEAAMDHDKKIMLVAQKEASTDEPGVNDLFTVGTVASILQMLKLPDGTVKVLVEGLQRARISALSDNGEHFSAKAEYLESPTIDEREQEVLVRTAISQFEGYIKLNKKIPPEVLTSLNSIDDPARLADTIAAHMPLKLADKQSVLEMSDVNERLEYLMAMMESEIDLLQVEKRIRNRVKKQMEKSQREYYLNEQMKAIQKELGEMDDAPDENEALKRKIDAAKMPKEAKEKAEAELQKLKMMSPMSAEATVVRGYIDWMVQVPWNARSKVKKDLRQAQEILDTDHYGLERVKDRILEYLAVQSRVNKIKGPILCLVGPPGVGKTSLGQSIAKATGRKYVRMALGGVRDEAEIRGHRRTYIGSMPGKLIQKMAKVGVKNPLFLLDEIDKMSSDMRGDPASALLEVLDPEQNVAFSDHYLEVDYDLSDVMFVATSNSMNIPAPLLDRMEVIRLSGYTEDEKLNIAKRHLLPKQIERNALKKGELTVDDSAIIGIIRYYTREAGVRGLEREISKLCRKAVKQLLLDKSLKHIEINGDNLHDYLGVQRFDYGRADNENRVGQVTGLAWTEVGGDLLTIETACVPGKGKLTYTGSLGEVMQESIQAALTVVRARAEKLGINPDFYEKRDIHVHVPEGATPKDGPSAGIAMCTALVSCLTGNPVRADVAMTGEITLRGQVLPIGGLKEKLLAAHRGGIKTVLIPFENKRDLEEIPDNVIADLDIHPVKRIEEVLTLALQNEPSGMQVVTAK
FAS TE block – inhibitors of human fatty acid synthase thioesterase domain | AID 602261 | P49327 | inhibition, % at 15 µM | 0.67% of 360,000 active | recombinant FAS-TE, OMFH fluorogenic substrate, fluorescence endpoint;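 active means compounds whose normalised, plate-corrected inhibition of enzyme fluorescence in the single-dose primary screen is 50% or more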;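 further: 0% = DMSO with enzyme and 100% = substrate without enzyme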
Neddyl block – inhibitors of human cullin neddylation | TR-FRET cullin neddylation, biochemical | 0.58% of 360,000 active | calls only at 25 µM; in the data active means inhibition above about 36%
MsrA inhibitor – bovine MsrA inhibition | purified bovine MsrA, absorbance read-out | inhibition, % at 15.5 µM | 0.75% of 360,000 active; in the data active means inhibition above about 4.5%;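 further: 0% = vehicle wells with enzyme and 100% = reference inhibitor wells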
NRP1-CendR mod – modulators of CendR peptide binding to human neuropilin-1; O14786; FAM-RPARPAR peptide binding to NRP-1, fluorescence polarization; inhibition, % at 25 µM; 0.85% of 360,000 active;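 active means inhibition or corrected inhibition above about 18%, plus a signal ratio from 0.5 to 1.5, limit read from the data, passing the limit was not always enough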; further: strong numbers were not always called active
SKN-1 block – inhibitors of C. elegans SKN-1; C. elegans VP596 Pgst-4::GFP/RFP ratio, acrylamide-induced, 24 h; inhibition, % at 21.8 µM; AID 624304; 0.49% of 360,000 active;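 active means interference check ratio from 0.5 to 1.5 plus GFP to RFP signal ratio inhibition reaching or exceeding a fixed threshold, cut at about 30% in these data, passing the limit was not always enough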; further: some compounds called inactive have numbers as strong as hits
MT1-MMP act inh – MT1-MMP (human) activation inhibition; P50281; HT1080 RFP-PRO-GFP cells, GFP/RFP ratio fluorescence, overnight; percent of plate control window, DMSO zero; GFP/RFP ratio change, % at 20 µM; 0.061% of 360,000 active; AID 651647;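 active means GFP/RFP ratio change of at least 30% with cell ATP level not reduced by more than half and red fluorescence within 50% of control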; further: strong numbers were not always called active
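system = RFP-PRO-GFP reporter HT1080 cells | dosing = 20 µM single dose, 1% DMSO | timing = overnight cell settling, then overnight compound exposure, 37 °C, 5% CO2 | read-out basis = GFP/RFP fluorescence ratio | controls = DMSO and RFP-L50D-GFP cell wells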
Numbers without * were called inactive; i = inactive; . = not tested or not shown; + = active, no number.

SMILES	Rin1 Abl inh	bovine MsrA act	eLon inh	FAS TE block	Neddyl block	MsrA inhibitor	NRP1-CendR mod	SKN-1 block	MT1-MMP act inh
CCN(Cc1nc(-c2ccc(C)cc2)no1)C(=O)c1ccco1	1	-2	0	-1	i	-0.8	-1	21	5
COc1ccc(S(=O)(=O)NCCc2cn3nc(C)c(C)nc3n2)cc1	5	-4	-6	-8	.	0.5	6	0	3
Cc1cn(Cc2ccccc2)c(=O)[nH]c1=O	1	-1	-4	-6	i	-0.3	-8	13	4
Cc1ccc(S(=O)(=O)CCN2CCC(n3cccc3)CC2)cc1	1	-8	9	2	i	1.0	-7	-5	5
CS(=O)(=O)N(CC(=O)N1CCCC1)c1ccccc1F	-1	-4	-16	-5	i	-0.8	-3	2	0
CCOc1ccccc1CN1CCNC(=O)C1CC(=O)NCc1nc(C)cs1 (centres undefined)	-3	-1	12	-4	i	0.1	-1	1	-3
O=C1c2ccccc2C2=Nc3ccccc3SC(c3ccccc3F)C12 (centres undefined)	0	-7	-5	24	i	2.2	-8	17	-2
Cn1c(N)c(C(=O)CN2CCc3ccccc3C2)c(=O)n(C)c1=O	2	2	-3	-2	i	-1.4	4	-3	-1
COc1cccc2c(=O)n(CC(=O)N3CCCc4ccccc43)ccc12	-2	-3	4	-3	i	1.4	3	-4	-3
Cc1csc(NC(C)c2nc3cc(Cl)c(N4CCCCC4)cc3n2CCOCCO)n1 (centres undefined)	1	0	-15	-4	i	1.1	2	12	3
O=C(OCCc1cc2ccccc2c(=O)o1)c1ccc(C(F)(F)F)cc1	3	-3	-4	31	i	0.0	-1	7	3
CC(C)CNC(=S)NC(=O)c1ccc([N+](=O)[O-])cc1	-4	-2	13	2	i	1.1	-2	2	3
CC(C)Cc1nc(SCC(=O)N2CCOCC2)c2c(=O)n(C)c(=O)n(C)c2n1	2	-4	-3	-3	i	-1.3	10	9	-2
O=C(NC(=S)Nc1ccc([N+](=O)[O-])cc1)c1ccco1	-3	-5	-12	-4	i	0.7	7	15	1
O=C1CC(Nc2ccc(N3CCOCC3)cc2)C(=O)N1c1cccc(C(F)(F)F)c1 (centres undefined)	0	-6	4	-4	i	.	-13	-1	9
CCCCCN(C(=O)CCC(=O)OCC(=O)N(C)C1CCCCC1)c1c(N)n(CCCC)c(=O)[nH]c1=O	4	-1	4	-2	i	0.6	3	6	-4
O=C(Nc1ccccc1Cl)Oc1ccc(-c2ccccc2)cc1	1	1	11	-2	i	0.9	5	10	2
CC(=O)C1=CCC(c2ccc(Cl)c(Cl)c2)N(S(=O)(=O)c2ccc(C)cc2)C1 (centres undefined)	4	-4	10	25	i	1.1	-21	7	-3
O=c1[nH][nH]c(C(F)(F)F)c1C=Nc1ccc(Cl)cc1	1	-1	-2	-6	i	0.2	4	7	4
c1ccc(-c2cnc(-c3ccccc3)nn2)cc1	6	-4	-9	-7	i	0.2	-6	52*	4
CCOc1ccc(NC(=O)CCS(=O)(=O)c2ccc3c(c2)CCCN3C(C)=O)cc1	4	-8	-5	-5	i	-0.2	1	-21	-16
Cc1nnc(NC(=O)C2CSC3(C)CCC(=O)N23)s1 (centres undefined)	0	-5	-4	-4	i	-0.3	-7	5	-1
CCc1cccc2c(C(=O)C(F)(F)F)cn(CC(=O)NCC3CCCO3)c12 (centres undefined)	3	0	-5	14	i	0.6	6	-1	-1
O=c1cc(-c2ccccc2)nc(Sc2ccc([N+](=O)[O-])cc2[N+](=O)[O-])[nH]1	-1	-3	-1	30	i	0.5	15	-5	3
Cc1cccc(NC(=O)C2CCN(S(C)(=O)=O)CC2)c1C	-2	2	1	-3	i	-0.3	-4	11	-2
COc1ccc([C@@]2(O)c3c(ccc(CC=C(C)C)c3O)NC(=O)[C@@H]2OC)cc1	1	-3	-5	14	i	-1.2	-14	10	0
Fc1ccc(Cn2cnc3ccccc32)cc1	8	-2	1	-2	i	-0.5	3	17	1
Cc1ccc(S(=O)(=O)N2CCC(Oc3ccc(-n4cnnn4)cc3)CC2)cc1	2	-2	-17	15	i	-0.1	6	7	-3
C=CCNC(=S)/N=c1/ccccn1Cc1ccccc1	1	-4	-2	-4	i	1.6	1	-3	1
O=C(N/N=C/c1ccncc1)c1cccc(S(=O)(=O)N2CCCC2)c1	2	-2	-1	-6	i	1.0	1	6	-6
c1ccc(NCc2cccc3ccccc23)nc1	0	-1	-3	5	i	-0.1	0	4	3
CCC1=C2CC[C@H]3C(=O)N(c4ccccc4)C(=O)[C@H]3[C@H]2[C@@]2(C)C(=NCc3ccccc3)OC(=O)N2C1=O	4	-15	-3	2	i	-0.5	-3	-5	-1
c1ccc(CN2CCc3[nH]c4ccccc4c3C2)cc1	0	-2	-4	-4	i	-0.2	6	2	-4
Cc1cc(C(=O)OC(C)C(=O)NC2CCCCC2C)c2ccccc2n1 (centres undefined)	-5	-5	-3	-6	i	0.5	-1	2	0
Cc1cccc(NC(=O)CSc2nnc(C3CC3)n2CC2CCCO2)c1 (centres undefined)	1	0	-4	-4	i	0.2	-4	9	4
O=C(COC(=O)c1ccccc1O)NNC(=O)c1ccc(Br)cc1	0	-8	-7	-4	i	2.3	-9	-19	-3
CCOC(=O)c1sc(NC(=O)C2=COCCO2)c(C#N)c1C	-2	-3	-13	-2	i	5.8*	6	-12	-1
O=C(O)c1c(-n2cccc2)sc2c1CCCC2	-2	-4	-6	-3	i	0.8	9	6	1
CC(C)(C)OC(=O)NCCCC[C@H](NC(=O)c1nc[nH]c1C(=O)NCC(=O)OCc1ccccc1)C(=O)OC(C)(C)C	0	-5	1	90*	i	-0.5	9	-3	-1
CN(C)S(=O)(=O)c1ccc(Cl)c(C(=O)OCC(=O)c2ccco2)c1	-3	0	-12	1	i	-0.3	-13	7	1
CN(C)c1ccc(/C=N/NC(=O)CNC(=O)c2ccco2)cc1	-1	-4	4	-1	+	4.2	16	15	-3
O=C(c1cccs1)N(Cc1ccco1)C1CCS(=O)(=O)C1 (centres undefined)	0	-3	-9	-5	i	-0.4	-2	3	0
CCCNC(=S)Nc1ccc(CC(=O)OC)cc1	-2	-3	5	-13	i	-0.1	24*	5	-1
CN(C)c1nc(Nn2cnnc2)nc(N(C)C)n1	0	-8	-2	-4	i	-0.9	12	-11	-4
CCCCCCN1CCN(C2CN(C3CCCCC3)S(=O)(=O)C2)CC1 (centres undefined)	3	-4	-3	-9	i	0.1	6	3	6
CC(=O)N1c2ccccc2[C@H](C)[C@H]1C	1	-3	-12	-9	i	1.8	-1	5	2
Cc1ccc(Cl)cc1NC(=O)COC(=O)C1CC1	-4	-1	7	-6	i	-0.5	9	-7	4
Cc1ccc(N=C2C(=O)Nc3ccccc32)cc1	-3	-2	-8	-2	i	-0.3	3	11	0
CC1(c2ccc3c(c2)OCCO3)NC(=O)N(CC(=O)c2ccc[nH]2)C1=O (centres undefined)	4	0	-22	-4	i	-0.7	-2	-3	0
COc1ccc(CCNC(=O)CCSc2nc(-c3ccco3)cc(C(F)(F)F)n2)cc1OC	-3	-2	0	4	i	0.9	-12	-1	-3
COc1cccc(CN(C)C(=O)c2cccc(OCc3ccccc3)c2)c1	0	-2	-2	15	i	-0.8	-8	10	-2
C=CCN(C(=O)c1csnn1)C(C(=O)NC1CCCCC1)c1ccccc1 (centres undefined)	-3	-2	-2	-1	i	-0.6	2	1	-1
CC1CN(C(=O)c2cccc(S(=O)(=O)Nc3ccc(Cl)cc3)c2)CC(C)O1 (centres undefined)	-3	-6	0	-6	i	-0.3	3	-9	7
CC(C)(C)SCCNC(=O)c1ccc(CN2CCc3ccccc3C2)cc1	2	-3	-1	2	i	-0.7	-4	-7	4
COC(=O)CC1=C(C(=O)OC)C(c2cc(OC)c(OC)cc2OC)C(C#N)=C(N)O1 (centres undefined)	1	-2	-10	-8	i	0.2	-1	-8	-2
CSc1nc(N2CCOCC2)c2c(c1C#N)CC(C)(C)OC2	0	-3	-6	-1	i	2.3	-2	37*	3
COC(=O)C1=C(N)Oc2cc(C)n(CC3CCCO3)c(=O)c2C1c1ccccc1OC (centres undefined)	-1	-1	-6	-2	i	1.0	-5	-8	-1
CCS(=O)(=O)NCC(c1cccnc1)N1CCN(c2ccccc2)CC1 (centres undefined)	4	-13	-5	-9	i	-0.6	-8	4	9
O=[N+]([O-])c1ccc(N/N=C2\CC3CC=CC23)c([N+](=O)[O-])c1 (centres undefined)	-5	-8	5	26	i	5.6*	-10	20	15
Cn1cc(C(=O)NCCc2ccccc2)c(=O)c2cc(S(=O)(=O)N3CCOCC3)ccc21	1	-4	0	-1	i	-0.7	-10	-4	2
(further entries)
SMILES	Rin1 Abl inh	bovine MsrA act	eLon inh	FAS TE block	Neddyl block	MsrA inhibitor	NRP1-CendR mod	SKN-1 block	MT1-MMP act inh
CC(=O)C1CCC2C3CCC4CC(=O)CCC4(C)C3C=CC12C (centres undefined)	0	0	-4	10	i	-0.9	8	8	0
COc1ccc(-c2nc(N)sc2C2(O)C(=O)Nc3c(Br)cc(F)cc32)cc1OC (centres undefined)	1	-1	1	-4	i	0.1	6	-9	3
C[C@@H]1CN([C@H](C)CO)S(=O)(=O)c2ccc(C#Cc3ccccc3)cc2O[C@@H]1CN(C)C(=O)CN(C)C	-3	0	-7	1	i	0.1	-20	6	-1
O=C(CCl)N1N=C(c2ccco2)CC1c1cccs1 (centres undefined)	-4	-5	-9	-6	i	.	-15	7	-10
CN(C(=O)CCc1ccccc1)c1nnc(-c2ccncc2)s1	-2	-7	0	-4	i	0.7	12	-9	-2
Cc1oc(-c2ccccc2F)nc1CS(=O)CC(=O)NC1CCCC1 (centres undefined)	0	-5	1	-1	i	-0.4	-2	5	1
O=c1c2ccccc2n2c(=S)[nH]nc2n1-c1ccccc1	3	3	3	-3	i	0.2	8	4	4
COC(=O)C1=C(C)N(Cc2ccccc2)C(=O)N[C@H]1c1cccc(F)c1	2	0	-5	-8	i	-0.1	1	-2	0
C[C@@H]1C=C(C(=O)N2CCN(C)CC2)O[C@H](OCc2ccc(CO)cc2)C1	0	7	15	-1	i	-0.1	-3	-2	-2
CCSc1nc2sc3c(c2c(=O)[nH]1)CCc1ccccc1-3	-3	-12	4	23	i	0.1	6	1	-4
COc1ccc(NC(=O)C/C(C)=N/NC(=O)C(=O)Nc2cccc(Cl)c2C)c(OC)c1	-2	-5	1	-1	i	1.1	-24	-16	4
Cc1nc([N+](=O)[O-])c(NCCO)n1Cc1ccccc1	6	0	2	-4	i	1.1	-7	-2	4
COc1cccc(N2CCN(S(=O)(=O)c3ccc(-c4coc(C)n4)cc3)CC2)c1	-1	-2	-18	22	i	-0.3	0	5	0
NNC(=O)CN1C(=O)C2(OCCO2)c2ccccc21	1	-3	-8	-5	i	-1.1	2	6	1
